Bioassay records: PubChem BioAssay, National Center for Advancing Translational Sciences (NCATS)
GLP1R inv ag: qHTS of GLP-1 Receptor Inverse Agonists (Inhibition Mode). Glucagon-like peptide 1 receptor (Homo sapiens), P43220. HEK293 GLP-1R CRE-luciferase, luminescence, 24 h; GLP-1R form is constitutively active. Potency, µM (highest dose often 38.3 µM), for the others: top-dose activity change, negative = inhibition, usual class: inhibitors. actives 1.6% (n = 410,000); further: potency means the concentration at half of the fitted maximal effect; on the % scale 0 is the no-effect control and ±100 the full control effect; nearly all actives have a fitted effect of over 55% in size
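Constitutively active GLP-1R drives a cAMP-responsive luciferase in stably transfected HEK293 cells; test compounds are added after overnight (12 h) attachment and left 24 hr, and signal loss in luminescence marks inhibition.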
PI5P4Ka inh: qHTS for Inhibitors of phosphatidylinositol 5-phosphate 4-kinase (PI5P4K). max response, %. actives 1.2% (n = 330,000). PI5P4Kalpha enzyme, ADP-Glo luminescence, 60 min; stronger effect = lower value. AID 652105, 2013; active means max response of -50% or lower; inconclusive means between -30% and -50%; inactive means -30% or higher; further: value at the top dose of about 77 µM; on the % scale 0 is the no-effect control and ±100 the full control effect
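Human PI5P4Kalpha with substrate in 0.038 M HEPES pH 7.4, 0.28 mM EGTA, 0.1% CHAPS, 5% DMSO; reaction started with 5 microM ATP (final), 60 min at room temperature. ADP formed read by ADP-Glo luminescence.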
WRN inhibitor: qHTS for Inhibitors of WRN Helicase; actives 0.46% (n = 360,000); Potency, µM (doses to about 114 µM), for inactives: at the top dose activity change, negative = inhibition, actives largely listed as inhibitors; WRN helicase unwinding, fluorescent forked duplex, kinetic; further: potency means the concentration at half of the fitted maximal effect; on the % scale 0 is the no-effect control and ±100 the full control effect; nearly all actives have a fitted effect of over 55% in size
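Primary qHTS, 1536-well format. 20 nM WRN + compound, 15 min RT; start with 100 nM forked fluorophore/quencher duplex, 2 mM ATP (final); kinetic read ex 525/em 598 nm.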
D3 ag: qHTS of D3 Dopamine Receptor Agonist: qHTS | D(3) dopamine receptor (Homo sapiens), P35462 | D3R DiscoveRx beta-arrestin cells, luminescence, 90 min | max activation, % | actives 0.58% (n = 410,000) | AID 652048, 2013; in the data active means max activation above about 30%; further: 0% is about no effect; mostly tested at two doses, the higher about 12 µM
Target sequence (P35462 whole entry, looked up): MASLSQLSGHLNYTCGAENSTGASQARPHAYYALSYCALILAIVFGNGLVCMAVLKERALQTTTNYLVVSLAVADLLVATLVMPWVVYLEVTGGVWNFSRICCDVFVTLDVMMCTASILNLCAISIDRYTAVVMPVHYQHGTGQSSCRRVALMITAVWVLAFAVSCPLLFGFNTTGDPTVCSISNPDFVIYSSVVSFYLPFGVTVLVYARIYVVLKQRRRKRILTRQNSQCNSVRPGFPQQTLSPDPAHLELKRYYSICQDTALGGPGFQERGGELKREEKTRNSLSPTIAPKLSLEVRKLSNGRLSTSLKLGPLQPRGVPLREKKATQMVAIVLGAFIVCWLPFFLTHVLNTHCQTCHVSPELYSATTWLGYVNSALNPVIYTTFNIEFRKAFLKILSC
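Agonist mode: compounds and dopamine controls were applied to plated cells for 90 min at 37 degrees C after an overnight attachment at 1500 cells/well. Luminescent read-out followed 30 - 60 minutes at room temperature with DiscoveRx detection reagent.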
IL2 activator: qHTS of IL-2 Activators; IL-2 activation reporter assay, cell-based qHTS; stimulated with anti-CD3/CD4/CD28 beads; in transgenic mouse T cells; activation, % (series mostly up to about 46 µM); actives 0.065% (n = 360,000); AID 652025, 2013; in the data active means activation above about 50%; inconclusive means mostly about 30% to 49%; further: 0% is about no effect
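Unstimulated transgenic mouse T cells, 750 per well, received compound and, after 60 minutes, anti-CD3/anti-CD4 bead plus anti-CD28 stimulation. EGFP and DsRed were quantified after 18 hours.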
GLP1R ag: qHTS of GLP-1 Receptor Agonists; Glucagon-like peptide 1 receptor (Homo sapiens), P43220; HEK293 GLP-1R CRE-luciferase, luminescence, 4-6 h; cells express a hypersensitive GLP-1R form; Potency, µM (titrated, usually from 45.6 µM), without a hit: at the top dose activation, hits mostly activators; actives 0.007% (n = 380,000); AID 624172, 2012; further: potency means the concentration at half of the fitted maximal effect; % of control where 0% means no effect
PLK1 PBD inh: qHTS for Inhibitors of PLK1-PDB (polo-like kinase 1 - polo-box domain): Primary Screen; Potency, µM, for the others: max response, negative = inhibition, usual class: inhibitors; actives 2.8% (n = 360,000); Plk1 PBD binding of FITC phosphopeptide, fluorescence polarization; further: potency means the concentration at half of the fitted maximal effect; series mostly up to about 57 µM; on the % scale 0 is the no-effect control and ±100 the full control effect; nearly all actives have a fitted effect of over 65% in size
Target sequence (P53350 whole entry, looked up, the tested form may be a part): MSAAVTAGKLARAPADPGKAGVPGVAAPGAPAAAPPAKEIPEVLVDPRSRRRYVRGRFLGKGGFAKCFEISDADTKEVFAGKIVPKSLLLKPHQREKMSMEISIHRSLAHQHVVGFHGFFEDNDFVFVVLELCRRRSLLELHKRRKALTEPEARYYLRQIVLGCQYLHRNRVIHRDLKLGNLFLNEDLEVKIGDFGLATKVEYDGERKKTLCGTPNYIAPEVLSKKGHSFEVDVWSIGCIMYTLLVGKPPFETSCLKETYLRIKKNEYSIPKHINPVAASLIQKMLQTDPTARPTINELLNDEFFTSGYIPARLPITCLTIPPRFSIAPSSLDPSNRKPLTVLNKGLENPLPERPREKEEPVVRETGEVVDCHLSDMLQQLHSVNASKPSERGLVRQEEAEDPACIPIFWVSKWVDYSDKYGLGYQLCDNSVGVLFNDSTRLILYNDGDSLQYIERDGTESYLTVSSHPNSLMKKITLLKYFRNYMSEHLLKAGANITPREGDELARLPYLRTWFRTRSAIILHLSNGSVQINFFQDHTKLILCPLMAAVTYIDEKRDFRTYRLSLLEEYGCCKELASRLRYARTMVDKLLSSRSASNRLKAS
HEK293 tox: qHTS of GLP-1 Receptor Inverse Agonists: Cytotox Screen; actives 0.13% (n = 410,000); Potency, µM (highest dose often 38.3 µM), for inactives: at the top dose activity change, negative = inhibition, most hits filed as inhibitors; HEK293 cAMP-luciferase reporter cells, luminescence, 24 h; AID 624418, 2012;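 further: loss of luciferase light is scored as toxicity; potency means the concentration at half of the fitted maximal effect; on the % scale 0 is the no-effect control and ±100 the full control effect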
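Here, cytotoxicity is scored as loss of luminescence. The MLSMR collection was tested on cells seeded in medium containing 10% Nu serum, with a 24 hr compound exposure preceded by 12 hours of culture.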
D3 antag: qHTS of D3 Dopamine Receptor Antagonist: qHTS | D(3) dopamine receptor (Homo sapiens), P35462 | D3R cells, DiscoveRx beta-arrestin luminescence, antagonist mode; stronger effect = lower value | max response, negative = inhibition, % | actives 2.5% (n = 360,000) | AID 652054, 2013; in the data active means max response below about -50%; inconclusive means no clear call, values can overlap the other calls; further: on the % scale 0 is the no-effect control and ±100 the full control effect; mostly tested at two doses, the higher about 12 µM
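Cells plated overnight at 1500 cells/well, then exposed to library compounds with dopamine controls for 90 minutes at 37 degrees C. DiscoveRx reagent added for 30–60 minutes at room temperature; luminescence read, quantitative HTS format.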
An asterisk follows results filed as active; u = inconclusive; x = not tested or not shown; & = joins results of further samples; [ ] = remark or other dose. Unless noted, the call rests on the fitted dose curve; in most records, active means well fitted curve in the direction sought with a large enough effect; inconclusive means small, poorly fitted or top-dose-only effect, or another doubt; inactive means no such curve, though single readings can be large; an effect the other way counts as inactive or inconclusive. An unsorted share of the library; 7.8% or so of the library scored in one or more.

mol	GLP1R inv ag	PI5P4Ka inh	WRN inhibitor	D3 ag	IL2 activator	GLP1R ag	PLK1 PBD inh	HEK293 tox	D3 antag
CC(C)c1ccc(NC(=O)C(Cc2ccccc2)NS(=O)(=O)c2ccc3c(c2)CCC(=O)N3)cc1 (centres undefined)	-17%	x	x	-8	x	-3%	x	-9%	x
CN(C)S(=O)(=O)c1ccc(C(=O)N2CCOCC2)cc1	-11%	-1	3%	5	0.9	0%	-4%	-16%	32
O=C(CSc1nnc(-c2ccccc2)o1)Nn1cnnc1	9%	x	-7%	1	0.8	12%	-6%	8%	-26
O=[N+]([O-])c1cc(Cl)ccc1-c1nc(-c2ccccc2)no1	11%	20	-15%[57.1 µM]	5	-0.3	-3%	-1%	2%	-2
CCCNc1nc(C)cc(-c2cc(-c3ccccc3)on2)n1	29%	1	10%	-5	-0.6	21%	-7%	-12%	15
CN(C)/C(CN1CCCCC1)=C1\N=C(c2ccccc2)OC1=O	0%	x	1%	-29	-2.8	-1%	-8%	-10%	-27
O=C(O)CCCC(=O)Nc1nc2n(n1)C(c1ccc(F)cc1)CC(c1ccc(Cl)cc1)N2 (centres undefined)	4%	x	-4%	6	-1.8	0%	-7%	39%[activator]	-10
C/C=C(\CS(=O)(=O)c1ccccc1)S(=O)(=O)c1ccccc1	35%[activator]	-2	-9%	-5	-4.8	-6%	-8%	u	-17
COc1ccc(-c2nc3cc(C)c(Br)c(C)n3c2CC(C)(C)C)cc1OC	u	21	-9%	9	1.2	6%	3%	1%	24
CC(C)CNc1ncnc2[nH]ncc12	62%[activator]	5	-11%	1	-0.5	17%	2%	11%	5
CCc1ccccc1NC(=O)CSc1n[nH]c(C)c1[N+](=O)[O-]	-11%	19	-18%	-4	-0.4	3%	-2%	-18%	-7
Cc1cnc(C(=O)OC(C(=O)Nc2cc(C(F)(F)F)ccc2Cl)c2ccccc2)cn1 (centres undefined)	u	-4	-8%	5	-0.4	-1%	0%	1%	12
COc1ccccc1OCCNC(=O)c1ccco1	5%	-1	3%	-7	1.5	-4%	3%	-6%	8
CCN(CC)C(=O)c1ccc(NS(=O)(=O)c2ccccc2)cc1	1%	-4	-24%	-7	1.6	8%	-15%	-4%	-21
CC1CN(C(=O)c2cccc(S(=O)(=O)N3CCN(c4ccccc4)CC3)c2)CC(C)O1 (centres undefined)	-7%	3	5%	8	0.1	1%	-4%	-19%	5
COc1cccc(C(=O)OCC(=O)NC(=O)NC2CCCC2)c1O	13%	10	-5%	1	0.7	5%	-5%	-2%	14
CCN(c1ccccc1)S(=O)(=O)c1ccc(C(=O)NCc2ccco2)cc1	-28%	-7	-6%	-27	1.0	-9%	-5%	0%	-28
COC(=O)[C@H](CC(C)C)NC(=O)NCCCc1ccccc1	0%	4	-10%	1	1.5	13%	-2%	4%	16
O=C(O)/C=C/C(=O)Nc1ccc(OC(F)F)cc1	-3%	6	-9%	-4	-3.3	-1%	0%	4%	-7
C(=C\c1ccccc1)/CN1CCN(C(c2ccnc3ccccc23)c2nnnn2C2CCCCC2)CC1 (centres undefined)	u	0	-8%	-16	-0.3	5%	8%	-15%	u
COc1ccc(CCNC(=O)CC2SC(=NCc3ccccc3OC)NC2=O)cc1 (centres undefined)	-17%	-14	-7%	5	-1.4	-2%	-30%	-1%	-12
COc1ccccc1C(=O)NC(=O)COC(=O)c1cc[n+]([O-])cc1	3%	0	-5%	8	-3.4	-14%	-2%	1%	17
COc1ccc(CNC(=O)CSc2nc3ccsc3c(=O)n2Cc2ccccc2Cl)cc1	7%	x	x	9	x	-1%	x	3%	x
COc1ccc(OC)c(Nc2ncnc3ccccc23)c1	28%	-1	1%	-1	-2.8	6%	-14%	70%[activator]	-20
Cc1[nH]n(C(N)=S)c(=O)c1C(c1ccccc1)C(C#N)C#N (centres undefined)	2%	-10	-22%[57.1 µM]	3	-0.8	-24%	u	-8%	6
COc1ccccc1N1CCN(C(=O)C(Sc2ccccc2)c2ccccc2)CC1 (centres undefined)	u	12	-2%	0	-0.1	-11%	-17%	u	15
COc1ccc(C(=O)Nn2cnnc2)cc1OC	14%	1	-5%	-16	-0.7	8%	-11%	8%	-20
Cc1ccc(NC(=O)CN2C(=O)COc3ccc(S(=O)(=O)Nc4ccccc4)cc32)c(C)c1	-25%	x	x	-18	x	-2%	x	0%	x
CC(Oc1ccccc1)C(=O)Nc1ccc(C(N)=O)cc1 (centres undefined)	0%	x	-11%	-31	-1.5	4%	-7%	1%	u
CCCN(CC(=O)Nc1cc(Cl)ccc1Cl)C(=O)c1ccccn1	-29%	21	4%	-17	-0.1	4%	4%	u	11

Next section; it opens with the 4 that closed the last part.
mol	GLP1R inv ag	PI5P4Ka inh	WRN inhibitor	D3 ag	IL2 activator	GLP1R ag	PLK1 PBD inh	HEK293 tox	D3 antag
COc1ccc(C(=O)Nn2cnnc2)cc1OC	14%	1	-5%	-16	-0.7	8%	-11%	8%	-20
Cc1ccc(NC(=O)CN2C(=O)COc3ccc(S(=O)(=O)Nc4ccccc4)cc32)c(C)c1	-25%	x	x	-18	x	-2%	x	0%	x
CC(Oc1ccccc1)C(=O)Nc1ccc(C(N)=O)cc1 (centres undefined)	0%	x	-11%	-31	-1.5	4%	-7%	1%	u
CCCN(CC(=O)Nc1cc(Cl)ccc1Cl)C(=O)c1ccccn1	-29%	21	4%	-17	-0.1	4%	4%	u	11
Nc1nccc(-c2cccs2)n1	14%	2	-24%	-3	-1.5	5%	-14%	14%	10
COc1ccc(-n2nc3c(N4CCC(C(=O)NCc5cccc(C)c5)CC4)nnc(C)c3c2C)cc1	u	-1	2%	5	0.1	3%	-15%	0%	-59*
CCCCC(=O)NC1(C(F)(F)F)NC(=O)N(Cc2ccccc2)C1=O (centres undefined)	-16%	-7	3%	4	-0.5	3%	2%	-1%	-13
O=C(C1=NN[C@@H]2C(=O)N(c3ccccc3C(F)(F)F)C(=O)[C@H]12)c1cnccn1	20%	-3	4%	-11	0.0	0%	1%	3%	4
N/C(=N\OC(=O)CCCOc1ccccc1)c1ccccc1	-21%	15	-11%	5	-1.5	13%	-11%	24%	7
CC(=O)N1CCC(=NNC(=O)CSc2cc(C)c(Br)cc2C)CC1	0%	19	0%	-2	-0.3	2%	-6%	0%	6
OC1(CNCc2ccccc2)C2CC3CC(C2)CC1C3 (centres undefined)	u	-2	-27%	-36	-0.2	1%	-6%	-5%	u
CC(Oc1ccc(Br)cc1)C(=O)Nc1cc(S(=O)(=O)N2CCOCC2)ccc1N1CCCC1 (centres undefined)	u	3	2%	-9	-0.5	6%	4%	-3%	-14
Cc1nc(C)n(C(Oc2ccc(Cl)cc2Cl)C(=O)C(C)(C)C)n1 (centres undefined)	u	-12	-8%	8	-3.8	11%	-15%	9%	-7
O=C(Cc1nc(-c2cnccn2)no1)NNC(=O)Nc1ccccc1	-27%	-2	-4%	7	-3.1	0%	-3%	-8%	-4
O=C(C1=C[C@@H](c2ccc(C(F)(F)F)cc2)C[C@@H](OCCCCO)O1)N1CCN(Cc2ccccc2)CC1	u	-2	0%	-4	0.5	-3%	-10%	-10%	9
[O-]/C(=C(\C(=S)Nc1ccccc1F)[n+]1ccccc1)c1ccc(OC(F)F)cc1	-6%	-3	2%	2	0.9	-3%	u	0%	-12
CC1CCN(CCOCCOc2ccccc2Br)CC1	u	-2	u	-21	3.0	0%	-5%	5%	-61*
Cc1ccc(NC(=O)NCCN2CCCCC2)cc1C	-4%	-3	4%	-5	1.1	-6%	1%	-5%	-21
Cc1c(C(=O)Nc2ccccc2)csc1-c1ccccc1	-2%	-7	-27%	-6	-0.3	-24%	-9%	2%	0
CC1=NN(c2nc3ccccc3[nH]2)C(=O)C1Cc1ccccc1 (centres undefined)	u	-29	3%	17	-0.2	-1%	-11%	u	1
O=C1CC(c2ccccc2)CC2=C1C=Nc1ccccc1N2 (centres undefined)	u	-1	14%	0	-0.4	21%	-19%	-28%	u
CCCCCCCNC(=O)C1(CC2CC(c3ccccc3)=NO2)CCN(C(=O)OC(C)(C)C)CC1 (centres undefined)	u	12	1%	-41	-0.6	25%	5%	-13%	2
Cc1ccc(-c2csc3nc(C(C)C)oc(=O)c23)c(C)c1	-6%	-5	0%	-14	-0.8	0%	-3%	-8%	-5
CC(NC(=S)N1CCOCC1)c1ccccc1 (centres undefined)	-5%	2	-30%	-3	-0.5	-1%	-11%	9%	4
Cc1cccc(NC(=S)N(CCCN2CCOCC2)Cc2cn(C)c3ccccc23)c1	-8%	6	-22%[57.1 µM]	-23	1.6	6%	5%	-2%[1.53 µM]	0
CSc1nsc(SC)c1-c1ccc(Cl)cc1	15%	25	-1%	4	-2.2	-5%	-3%	18%	12
COCCN(CC1CCCN(C2Cc3ccccc3C2)C1)C(=O)c1ccc(C(C)=O)cc1 (centres undefined)	1%	-1	-3%	-18	-2.5	0%	-24%	-11%	-21
CCCCOP(=O)(c1ccc(N(C)C)cc1)C(O)c1ccc(OC)c(OC)c1 (centres undefined)	5%	2	-17%	0	-0.2	14%	1%	-2%	11
COc1ccc(CN2C(=O)c3oc4ccccc4c(=O)c3C2c2ccc(O)c(OC)c2)cc1 (centres undefined)	16%&-6%	2	-1%	4&-7	-2.7	6%	3%	5%&5%	10
